# High-throughput results (PubChem BioAssay)
# proCasp7 act – counter-screen: procaspase-7 (human) activation | P55210 | recombinant procaspase-7, Ac-DEVD-pNA absorbance 405 nm; D23A/D198A/D206A triple mutant, cannot self-cleave; scale: DMSO 0, 5 µM enzyme 100 | activation, % at 8.5 µM | 0.093% of 330,000 active | AID 463210;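 active = percent activation above the screen-wide mean plus 3 SD, cut at about 25% in these data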
# Target sequence (P55210 whole entry D23A/D198A/D206A): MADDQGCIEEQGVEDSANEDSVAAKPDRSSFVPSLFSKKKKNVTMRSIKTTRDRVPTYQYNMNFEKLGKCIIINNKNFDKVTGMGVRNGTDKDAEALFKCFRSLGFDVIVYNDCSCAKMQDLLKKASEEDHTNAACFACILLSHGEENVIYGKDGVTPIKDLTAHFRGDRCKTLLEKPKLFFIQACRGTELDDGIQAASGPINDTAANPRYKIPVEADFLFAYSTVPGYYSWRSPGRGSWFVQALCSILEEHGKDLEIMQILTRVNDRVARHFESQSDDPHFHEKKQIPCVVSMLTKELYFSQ
#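 Assay system: Uncleavable procaspase-7 mutant enzyme / Input: 2 µM procaspase-7 mutant as dispensed / Dosing: single nominal 8.5 µM compound dose, 0.8% DMSO final / Timing: 1 h enzyme–compound preincubation and 2 h substrate reaction, both 25 °C / Detection: p-Nitroaniline absorbance at 405 nm, read at 0 and 120 min / Replication: singlicate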
# AHR activator – activators of human aryl hydrocarbon receptor | P35869 | AHR-responsive luciferase reporter cells, luminescence | activation, % at 5 µM | 2.5% of 320,000 active; in the data active = activation above about 47%;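 note: 0% = vehicle wells and 100% = reference agonist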
# PP1 inh – counter-screen for PP5 inhibitors: inhibitors of human PP1-alpha. 0.9% of 320,000 active. purified PP1alpha, OMFP fluorescence. inhibition, % at 6.7 µM. P62136;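 active = inhibition above the mean inhibition of all tested compounds plus 3 SD, computed separately for each screening campaign, cut at about 15% in these data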
# Target sequence (P62136 whole entry, looked up): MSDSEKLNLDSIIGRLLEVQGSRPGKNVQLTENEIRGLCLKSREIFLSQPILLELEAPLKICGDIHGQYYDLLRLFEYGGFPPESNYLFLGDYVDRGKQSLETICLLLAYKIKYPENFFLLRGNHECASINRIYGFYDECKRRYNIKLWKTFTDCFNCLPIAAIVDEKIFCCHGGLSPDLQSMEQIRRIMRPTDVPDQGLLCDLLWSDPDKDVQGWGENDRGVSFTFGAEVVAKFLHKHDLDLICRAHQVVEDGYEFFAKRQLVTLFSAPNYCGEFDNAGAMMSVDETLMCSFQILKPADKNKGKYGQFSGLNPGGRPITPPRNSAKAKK
# Fh CTSL1 inh – counter-screen for PFM18AAP inhibitors: inhibitors of F. hepatica cathepsin L1 | 0.49% of 300,000 active | AID 1906 | recombinant F. hepatica cathepsin L1, Z-Leu-Arg-MCA fluorescence | inhibition, % at 5.96 µM;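 active = inhibition above the mean of all tested compounds plus 3 SD, set per screening campaign, cut at about 17% in these data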;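 note: 0% = plate median of test compound wells and 100% = 1 µM Z-Phe-Ala-diazomethylketone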
# proCasp3 act – activators of human procaspase-3; P42574; activation, % at 8.5 µM; 0.11% of 330,000 active; recombinant procaspase-3 D3A, Ac-DEVD-pNA absorbance 405 nm;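 active = activation above the mean of all tested compounds plus 3 SD, cut at about 21% in these data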;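 note: 0% = DMSO alone and 100% = DMSO wells spiked with extra 5 µM PC-3 D3A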
# Target sequence (P42574 whole entry D9A/D28A/D175A): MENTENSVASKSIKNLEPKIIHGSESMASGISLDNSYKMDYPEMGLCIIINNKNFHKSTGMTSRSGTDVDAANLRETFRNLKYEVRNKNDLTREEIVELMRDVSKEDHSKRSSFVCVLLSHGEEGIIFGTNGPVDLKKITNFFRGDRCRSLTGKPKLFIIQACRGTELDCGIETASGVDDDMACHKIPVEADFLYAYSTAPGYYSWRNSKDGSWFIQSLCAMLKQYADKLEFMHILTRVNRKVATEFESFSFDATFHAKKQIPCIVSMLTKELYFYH
#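 material = Procaspase-3 D3A mutant | probe or stimulus = Ac-DEVD-pNA | compound = single dose, 8.5 µM nominal compound, 0.8% DMSO | timing = 1 h preincubation, 2 h reaction | measured by = 405 nm absorbance of p-nitroaniline, reads at 0 and 120 min | benchmarks = DMSO-only low control, 5 µM PC-3 D3A high control | repeats = singlicate, each compound tested once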
# core dimer inh – blocks dimerization of HCV core protein; TR-FRET GST/Flag-core106 dimerization, 1536-well; inhibition, % at 5 µM; 0.33% of 300,000 active; AID 1899;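 active = inhibition above the mean of all tested compounds plus 3 SD, set per screening campaign, cut at about 45% in these data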
#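 System – GST-tagged and Flag-tagged HCV core protein residues 1-106 · Repeats – one well for each compound · Technique – TR-FRET 671 and 617 nm emission · Doses – one concentration, 5 µM, in 0.5% DMSO · Times – 4 h, 22.5 °C incubation · Also added – Eu donor and XL665 acceptor anti-tag antibodies · Measure – percent inhibition of core106 dimerization signal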
# TPT1 inh – inhibitors of Candida albicans tRNA 2'-phosphotransferase TPT1; recombinant caTPT1, FP RNA substrate dephosphorylation; inhibition, % at 5 µM; 0.81% of 300,000 active; AID 1962;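 active = inhibition above the mean of all tested compounds plus 3 SD, set per screening campaign, cut at about 24% in these data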;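 note: plate controls were DMSO alone for no effect and ferristatin control at 100 nM for full effect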
# PAFAH2 FP inh – PAFAH2 (human) inhibition; inhibition, % at 3.39 µM; AID 492956; recombinant PAFAH2, FP-rhodamine activity probe, fluorescence polarization; 0.99% of 340,000 active;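 active = inhibition above the mean over all tested compounds plus 3 SD, cut at about 30% in these data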;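 note: inhibitors block probe labeling of enzyme so polarization drops; 0% = enzyme with DMSO and 100% = wells lacking PAFAH2 protein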
# PP5 primary – inhibitors of human protein phosphatase 5 (PP5); P53041; inhibition, % at 6.7 µM; purified PP5c, OMFP substrate fluorescence; 0.18% of 320,000 active;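 active = inhibition above the campaign's mean inhibition across all tested compounds plus 3 SD, cut at about 9.5% in these data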;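 note: 0% = DMSO only and 100% = 100 µM cantharidin control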
# * = called active by the depositor; x = no result given.
SMILES,proCasp7 act,AHR activator,PP1 inh,Fh CTSL1 inh,proCasp3 act,core dimer inh,TPT1 inh,PAFAH2 FP inh,PP5 primary
O=C(c1cc(C2CC2)on1)N1CCN(c2ccccc2)CC1,-1,-2,5,10,-8,-2,-5,-2,-0.9
Cc1ccc(CN2CCN(/N=C/c3ccc(C(=O)O)cc3)CC2)c(C)c1,4,-4,5,2,2,-1,-9,0,2.8
O=C1NCC2=C1C(c1ccc(Br)cc1)Nc1ccccc1N2 (stereo unspecified),3,6,1,2,4,4,3,-3,4.2
Cc1cccc(NC(=O)CSc2nc3ccccc3nc2N2CCCC2)c1,-4,6,0,1,-16,5,1,1,0.5
Cc1cccc(CSc2nc3c(c(-c4cccs4)c2C#N)CN(C)CC3)c1,8,1,8,2,-6,12,-5,1,-0.3
Cc1cccc(CSc2nc3c(c(=O)[nH]2)CCC3)c1,-8,11,-4,-2,6,9,-4,14,-0.1
O=C(CCC(=O)N1CCOc2ccccc21)Nc1cc(F)ccc1F,6,-1,0,-4,-3,0,-3,1,1.1
N#CCSc1nnc(Nc2ccccc2)s1,4,17,-2,3,4,12,5,-1,1.0
CCN(C(=O)CCc1ccccc1)C1CCCCC1,2,0,2,2,-2,-8,0,7,-3.0
CCCOc1ccc(/C=N/NC(=O)CN2CCCCC2)cc1,-7,-1,-1,0,8,-4,-4,-2,1.9
Cc1ccccc1N/C(=N/S(=O)(=O)c1ccccc1)c1ccc(F)cc1,5,0,0,-2,6,-3,-2,0,-2.4
CC1CC(=O)C2=C(C1)Nc1ncnn1C2c1ccccc1 (stereo unspecified),-1,0,-1,2,-5,7,3,1,-0.2
COC(=O)c1cc(OC)c(OC)cc1NC(=O)Nc1ccc(OC)cc1,0,0,-8,-1,12,-12,-3,-3,-8.0
CC(C)=CCN1CCN(Cc2coc3ccc(C)cc3c2=O)CC1CCO (stereo unspecified),4,-2,-3,0,-11,1,0,-3,1.4
Cc1ccc(S(=O)(=O)NC2=NCCCCC2)cc1,9,1,-2,-2,3,6,0,-5,1.3
O=c1c2[nH]c3ccccc3c2ncn1C1CCCCC1,22,48*,1,1,-4,-5,-1,-11,2.0
Cc1cccc(NC(=S)N/N=C/c2cccn2Cc2ccc(F)cc2)c1,-5,32,5,0,-15,17,-1,0,1.9
COc1ccc(OCC(=O)N/N=C2\CCCc3ccccc32)cc1,5,32,-3,3,0,-5,-3,-10,-1.1
N#Cc1nc(COc2ccc(Br)cc2)oc1N1CCCC1,-4,-2,2,0,6,2,-2,0,2.0
COc1ccc(NC(=O)c2sc(NC(=O)C3CC3)nc2C)cc1,5,12,1,-5,1,-9,0,-3,0.5
COc1ccc2nc(SCC(=O)NCc3ccc(S(N)(=O)=O)cc3)[nH]c2c1,0,1,-4,-1,0,-1,-2,4,-2.1
CCOC(=O)NN1C(=O)c2ccccc2NC1c1ccc(N(C)C)cc1 (stereo unspecified),3,1,-3,-1,-1,3,0,6,-2.2
Cc1ccccc1N=C/C=C1\N(C)c2ccccc2C1(C)C,1,21,7,5,0,-5,4,-4,0.6
Cn1c(=O)[nH]c(=O)c2c1nc(CN(Cc1ccccc1)Cc1ccccc1)n2CCN1CCOCC1,-6,-1,-2,-2,5,2,0,-2,0.1
O=C(Oc1cc(=O)oc2ccccc12)c1cccnc1Cl,10,2,-2,0,-3,-4,0,2,1.2
Cc1ccc(OCC(=O)NCCN2CCOCC2)cc1C,11,4,-6,-2,-7,-4,-2,0,-0.2
COc1ccc(C(C)=O)cc1CSc1nnc2c(Cl)cc(Cl)cn12,-5,7,0,-1,1,-3,-3,-33,1.0
Cc1ccc(CN2CCN(/N=C/c3ccc(C(F)(F)F)cc3)CC2)cc1,-1,-3,-2,1,8,-13,-1,3,2.4
Cc1cc(C(=O)NC(C)C2CCCO2)no1 (stereo unspecified),-4,1,8,-4,-2,5,-1,-3,-4.5
COc1ccccc1-n1nnnc1SCC(=O)NC1CC1,9,-2,2,-2,2,-2,0,-7,1.4
NC(=O)c1ccc(-n2nnnc2SCc2ccccc2)cc1,3,5,0,-5,-3,3,-4,-2,-0.1
CCS(=O)(=O)NCCc1ccc(OC)c(OC)c1,8,0,-7,4,-3,-7,-1,-13,0.5
CCOC(=O)N1CCN(C(=O)COc2cc(=O)n(CC)c3ccccc23)CC1,6,11,2,-2,3,-8,5,-5,-1.4
O=C1CCC(=O)N1c1cccc(-c2nc3ccccc3o2)c1,7,4,-5,0,0,1,-1,-3,2.8
CS(=O)(=O)c1ccc2nc(NC(=O)c3ccccc3Br)sc2c1,4,5,3,1,1,-5,-2,18,2.2
Cc1ccsc1/C=N/NC(=O)CNC(=O)c1ccc(S(=O)(=O)N2CCOCC2)cc1,-9,-1,-5,2,3,3,5,2,-0.2
Nc1cc(=O)[nH]c(SCC(=O)N2CCc3ccccc3C2)n1,0,1,3,-1,-9,-5,-1,0,-1.8
Cn1c(=O)c2[nH]c(CNCc3ccccc3Cl)nc2n(C)c1=O,8,6,-5,1,-5,-6,-4,8,1.2
CS(=O)(=O)c1nc2c(cc1C#N)CCCC2,10,-4,-8,-2,-8,-2,2,-4,2.2
CC(C)(C)NC(=S)NCc1ccncc1,6,2,-2,-4,-3,3,0,-1,-0.8
Cc1ccc(NC(=O)CSc2nnc(CNC(=O)c3ccco3)o2)cc1Cl,8,7,5,1,0,-4,2,-2,-0.7
CN1CCN(c2nc(-c3ccccc3)ncc2S(C)(=O)=O)CC1,11,5,0,-13,5,-15,-2,10,-1.0
CCOc1ccc(S(=O)(=O)NCCC(=O)N(C)Cc2ccc(C)o2)cc1,9,3,-8,-2,-4,2,2,5,1.6
CC(=O)Nc1ccc(Nc2cc(-c3ccccc3)nc3ncnn23)cc1,7,2,2,-1,0,1,0,2,-0.8
CCCn1c(=NC(=O)CS(=O)(=O)c2ccccc2)sc2cc(S(C)(=O)=O)ccc21,-2,2,-3,3,4,0,1,6,-0.6
Cc1ccc(-n2ncc3c2CCCC3NC(=O)CCC2=NNC(=O)CC2)cc1C (stereo unspecified),4,-2,-1,-2,-1,-2,-3,-3,2.0
CN1CCN(c2nc(-c3ccc(Cl)c(Cl)c3)nc3ccccc23)CC1,3,7,0,-1,-8,3,-2,4,2.2
N#CCCn1cc(/C=N/O)c(-c2ccc(Cl)cc2)n1,0,14,2,-2,1,5,-1,-2,1.6
CC1CCCC(NC(=O)Cn2cc(Br)ccc2=O)C1C (stereo unspecified),0,-2,x,x,3,x,x,-2,x
Cc1ccccc1-n1c(C)nnc1SCC(=O)N(C)C1CCS(=O)(=O)C1 (stereo unspecified),13,3,8,-3,7,2,-2,8,-1.5
CC(OC(=O)C1COc2ccccc2O1)C(=O)N(C)c1ccccc1 (stereo unspecified),0,0,-3,-2,-5,2,-5,8,-0.3
COc1ccc(OC)c(/C=N/NC(=O)CNC(=O)c2ccc(S(=O)(=O)N3CCOCC3)cc2)c1,-11,125*,-3,4,8,-11,-4,9,-5.0
N#Cc1c(N)nc(SCC(=O)OCc2ccccc2)c(C#N)c1-c1ccco1,10,2,9,3,8,4,0,-3,2.2
O=C1C2=C(CCCC2)C(=O)N1c1cccc(OCCBr)c1,-19,18,5,0,-9,-12,-1,0,4.2
CCOC(=O)c1c(NC(=O)c2ccccc2C(=O)O)sc2c1CCC2,1,0,-4,6,3,-9,-5,1,0.8
CCC(C(=O)O/N=C(\N)c1ccc(C)cc1)c1ccccc1 (stereo unspecified),8,4,-6,-1,12,2,1,0,0.1
COCC(C)NCC(=O)NC(C)CCc1ccccc1 (stereo unspecified),-4,0,1,1,7,-1,1,0,3.3

# Rewritten with values under each structure: entries from further up
# Screens in order – proCasp7 act | AHR activator | PP1 inh | Fh CTSL1 inh | proCasp3 act | core dimer inh | TPT1 inh | PAFAH2 FP inh | PP5 primary
- CC(C)(C)NC(=S)NCc1ccncc1
 : 6 | 2 | -2 | -4 | -3 | 3 | 0 | -1 | -0.8
- Cc1ccc(NC(=O)CSc2nnc(CNC(=O)c3ccco3)o2)cc1Cl
 : 8 | 7 | 5 | 1 | 0 | -4 | 2 | -2 | -0.7
- CN1CCN(c2nc(-c3ccccc3)ncc2S(C)(=O)=O)CC1
 : 11 | 5 | 0 | -13 | 5 | -15 | -2 | 10 | -1.0
- CCOc1ccc(S(=O)(=O)NCCC(=O)N(C)Cc2ccc(C)o2)cc1
 : 9 | 3 | -8 | -2 | -4 | 2 | 2 | 5 | 1.6
- CC(=O)Nc1ccc(Nc2cc(-c3ccccc3)nc3ncnn23)cc1
 : 7 | 2 | 2 | -1 | 0 | 1 | 0 | 2 | -0.8
- CCCn1c(=NC(=O)CS(=O)(=O)c2ccccc2)sc2cc(S(C)(=O)=O)ccc21
 : -2 | 2 | -3 | 3 | 4 | 0 | 1 | 6 | -0.6
- Cc1ccc(-n2ncc3c2CCCC3NC(=O)CCC2=NNC(=O)CC2)cc1C (stereo unspecified)
 : 4 | -2 | -1 | -2 | -1 | -2 | -3 | -3 | 2.0
- CN1CCN(c2nc(-c3ccc(Cl)c(Cl)c3)nc3ccccc23)CC1
 : 3 | 7 | 0 | -1 | -8 | 3 | -2 | 4 | 2.2
- N#CCCn1cc(/C=N/O)c(-c2ccc(Cl)cc2)n1
 : 0 | 14 | 2 | -2 | 1 | 5 | -1 | -2 | 1.6
- CC1CCCC(NC(=O)Cn2cc(Br)ccc2=O)C1C (stereo unspecified)
 : 0 | -2 | x | x | 3 | x | x | -2 | x
- Cc1ccccc1-n1c(C)nnc1SCC(=O)N(C)C1CCS(=O)(=O)C1 (stereo unspecified)
 : 13 | 3 | 8 | -3 | 7 | 2 | -2 | 8 | -1.5
- CC(OC(=O)C1COc2ccccc2O1)C(=O)N(C)c1ccccc1 (stereo unspecified)
 : 0 | 0 | -3 | -2 | -5 | 2 | -5 | 8 | -0.3
- COc1ccc(OC)c(/C=N/NC(=O)CNC(=O)c2ccc(S(=O)(=O)N3CCOCC3)cc2)c1
 : -11 | 125* | -3 | 4 | 8 | -11 | -4 | 9 | -5.0
- N#Cc1c(N)nc(SCC(=O)OCc2ccccc2)c(C#N)c1-c1ccco1
 : 10 | 2 | 9 | 3 | 8 | 4 | 0 | -3 | 2.2
- O=C1C2=C(CCCC2)C(=O)N1c1cccc(OCCBr)c1
 : -19 | 18 | 5 | 0 | -9 | -12 | -1 | 0 | 4.2
